Source: PubChem (several laboratories)
Shn3 3UTR inh: reduces Shn3 3'UTR luciferase signal in osteoblasts. Clone20 osteoblast Shn3 3'UTR firefly luciferase, 24 h. inhibition, % at 12.5 µM. hit rate 0.52% among 360,000;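 active means mean inhibition of at least 75% with every replicate also reaching 75%; inconclusive means mean inhibition at least 75% but some replicate below; inactive means mean inhibition below 75%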;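 further: 0% = median of neutral control wells and 100% = pilot-screen positive control compound; some compounds past the cut are filed as inactive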
Vif inh: blocks HIV Vif function. inhibition, % at 7.49 µM. hit rate 0.35% among 340,000. HEK293T cells, Vif self-association by quenched fluorescence, imaging, 24 h; in the data active means inhibition above about 50%, passing the limit was not always enough; inconclusive means no clear call, values can overlap the other calls; inactive means below about 31%; further: some results filed as inactive read as strong as hits
PDI inh: blocks human protein disulfide isomerase activity. PDI insulin aggregation turbidity, A650, 90 min. inhibition, % at 10 µM. hit rate 0.052% among 350,000;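 active means mean inhibition across replicates of 30% or more, whatever share of single replicates reach that level; inconclusive means mean inhibition below 30% while every single replicate reaches 30%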;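 further: absorbance from insulin aggregation driven by PDI reduction with DTT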
Target sequence (P07237 whole entry, looked up): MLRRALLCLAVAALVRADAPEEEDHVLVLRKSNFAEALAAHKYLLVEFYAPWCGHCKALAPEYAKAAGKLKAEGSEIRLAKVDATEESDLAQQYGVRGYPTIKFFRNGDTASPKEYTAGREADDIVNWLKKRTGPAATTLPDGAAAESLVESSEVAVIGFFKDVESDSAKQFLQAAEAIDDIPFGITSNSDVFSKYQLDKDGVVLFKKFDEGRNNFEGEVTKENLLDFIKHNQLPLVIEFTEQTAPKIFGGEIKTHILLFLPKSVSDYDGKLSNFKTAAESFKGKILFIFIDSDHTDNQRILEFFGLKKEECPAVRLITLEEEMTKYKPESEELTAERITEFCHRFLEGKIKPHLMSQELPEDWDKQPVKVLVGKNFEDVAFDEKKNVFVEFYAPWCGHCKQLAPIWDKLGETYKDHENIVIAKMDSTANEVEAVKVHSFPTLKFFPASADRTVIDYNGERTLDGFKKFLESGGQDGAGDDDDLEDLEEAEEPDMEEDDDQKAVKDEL
NR2E3 ag-1: human photoreceptor-specific nuclear receptor agonism. Q9Y5X4. CHO-S Gal4-NCOR/VP16-NR2E3 two-hybrid, luciferase. inhibition of corepressor binding, % at 3.98 µM. hit rate 0.35% among 360,000. AID 602229;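 active means inhibition above the mean of all tested compounds plus 3 SD, cut at about 70% in these data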;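 further: 0% = DMSO with NR2E3 transfected cells and 100% = cells lacking NR2E3 construct; higher means lower luciferase signal from less NR2E3 corepressor binding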
Target sequence (Q9Y5X4 whole entry, looked up, the tested form may be a part): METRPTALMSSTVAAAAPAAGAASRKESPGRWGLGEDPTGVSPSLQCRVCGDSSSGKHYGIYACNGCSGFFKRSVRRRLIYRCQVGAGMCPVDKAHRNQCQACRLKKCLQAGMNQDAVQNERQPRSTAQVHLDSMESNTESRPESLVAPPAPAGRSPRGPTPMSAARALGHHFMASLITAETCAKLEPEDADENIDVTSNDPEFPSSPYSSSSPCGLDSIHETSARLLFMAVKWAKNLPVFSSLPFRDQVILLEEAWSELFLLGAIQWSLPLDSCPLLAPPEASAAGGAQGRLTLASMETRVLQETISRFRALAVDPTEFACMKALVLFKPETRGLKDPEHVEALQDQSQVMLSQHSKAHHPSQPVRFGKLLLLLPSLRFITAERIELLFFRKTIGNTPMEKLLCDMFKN
KKLEB cytotox: CF airway cell cytotoxicity counter-screen. hit rate 0.36% among 360,000. activity change (cytotoxicity), % at 5 µM. KKLEB CF airway cells viability, ATPlite luminescence, overnight; hits give low values; cells stimulated with P. aeruginosa culture filtrate;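 active means corrected activity change at or below -50% at 5 µM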
NR2E3 ag-2: NR2E3 (human) agonism; AID 2300; GST-NR2E3/biotin-RetCOR TR-FRET, 1536-well; hit rate 0.12% among 320,000; inhibition of corepressor binding, % at 4.78 µM;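 active means percent inhibition above the cutoff of mean plus 3 SD of all tested compounds, set per screening campaign, cut at about 20% in these data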;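 further: 0% = DMSO wells and 100% = biotin wells as full block of FRET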
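Material – GST-tagged NR2E3 plus biotinylated RetCOR corepressor · Quantity – NR2E3 fusion 1.35 nM · Times – 5 h incubation at 4 °C · Medium – pH 7.5 Tris-based buffer · Technique – TR-FRET, Eu(K)-anti-GST donor, streptavidin-D2 acceptor, ex 340, em 617/671 nm · Benchmarks – high control biotin, low control 0.6% DMSO · Format – 1536-well plates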
MITF TRPM1 inh: reduces MITF-dependent TRPM1 promoter luciferase signal; hit rate 0.83% among 330,000; SK-MEL-5 TRPM1 promoter luciferase, 24 h; inhibition, % at 12.5 µM;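 active means mean inhibition across replicates of 60% or more, whatever share of single replicates reaches that level; inconclusive means some that reach 60%, reason not given; inactive means mean inhibition across replicates below 60%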; further: values of inactives mirror those of a sister screen read the other way
HIF-2a inh: HIF-2a inhibition; 786-0 RCC cells HIF-2a reporter, luciferase luminescence, overnight; inhibition, % at 18.8 µM; hit rate 0.72% among 360,000;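 active means inhibition of the luminescence signal of 40% or more relative to plate controls, in a single-dose primary screen at 18.75 µM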
CaV13 ICDI inh: Disruptors of the CACNA1D IQ motif to Ca2+-dependent inactivation inhibitor domain association, primary screening, Förster resonance energy transfer in intact living …; inhibition, % at 12.3 µM; HEK cells, CFP/YFP FRET ICDI-IQ, plate reader, 10 min; percent FRET-ratio fall versus neutral wells; hit rate 0.098% among 340,000; AID 743397;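 active means mean replicate inhibition of at least 30% and at least 1% of replicates passing that level; inconclusive means only one of the two criteria is met; inactive means neither criterion is met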;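 further: 0% = median of the neutral control wells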
Peg3 prom inh: inhibitors of Peg3 promoter | HeLa PEG-Prom luciferase reporter, luminescence, overnight | inhibition, % at 20 µM | hit rate 1.7% among 360,000;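 active means inhibition of at least 50% at 20 µM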
CF NFkB block: blocks PAF-induced NF-kB reporter in cystic fibrosis cells | KKLEB NF-kB-GFP reporter, GFP fluorescence overnight | hit rate 0.86% among 360,000 | inhibition, % at 5 µM;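 active means at least 50% inhibition at 5 µM, scaled per plate between neutral and stimulator controls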;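 further: PAF is a Pseudomonas aeruginosa culture filtrate used as stimulus; plate controls were PAF-stimulated DMSO wells for no effect and unstimulated DMSO wells for full effect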
The depositor's hits bear a star; ? = inconclusive; . = not tested or not shown.

Order of results – Shn3 3UTR inh, Vif inh, PDI inh, NR2E3 ag-1, KKLEB cytotox, NR2E3 ag-2, MITF TRPM1 inh, HIF-2a inh, CaV13 ICDI inh, Peg3 prom inh, CF NFkB block
- O=S(=O)(N/N=C/c1ccc(F)cc1)c1ccccc1
    -1, 2, -5, -2, 6, 0, -1, 18, -5, 9, -7
- O=C(CSc1nnnn1C1CCCCC1)NCCc1ccccc1
    -12, 8, -5, -35, -18, 0, -26, -69, -9, -71, -2
- CCC(C)[C@H]1CNC(=O)C(=O)N1CCCc1cc(OC)c(OC)c(OC)c1 (some centres not stated)
    -6, -8, 4, -4, 20, 0, -1, 4, -6, 3, -10
- Cc1ccc(C)c(S(=O)(=O)N2CCN(c3nc(CN4CCOCC4)nc4sc(C)c(C)c34)CC2)c1
    24, 4, -1, 0, 2, 4, -5, 9, -2, 25, -6
- CC(=O)n1nc(-c2ccco2)nc1SCc1ccccc1
    -26, -5, ., -71, 1, 3, -59, -71, ., -131, 9
- CCN(CC)S(=O)(=O)c1cccc(-c2nnc(SCC(=O)NCCC3=CCCCC3)n2N)c1
    16, -6, 5, -30, 3, 3, -3, -5, -4, 18, -2
- CCOc1ccc2nc(SCC(=O)NC3CCCCC3)[nH]c2c1
    11, -1, 1, -28, -1, -3, 9, 10, -5, 13, 5
- CCOC(=O)CSc1nnc(C)c(=O)[nH]1
    -1, -20, -4, -5, -7, 5, 1, 14, -5, -3, 17
- CCN(CCn1cccn1)C(=O)c1cc(COc2ccccc2SC)on1
    -134, -1, 0, -114, -22, ., -59, -207, -6, -351, 12
- CC(Sc1nccn1C)C(=O)c1c(N)n(C)c(=O)n(C)c1=O (configuration not stated)
    0, 6, -2, -17, -2, 0, 7, 7, -7, 3, -1
- COC(=O)[C@H](CC(C)C)N(Cc1ccccc1)S(=O)(=O)N(Cc1ccc(OC)cc1)[C@@H](CC(C)C)C(=O)OC
    25, -4, -10, 26, 11, ., -10, 14, -10, 6, 4
- O=C(COC(=O)CNC(=O)c1cccc([N+](=O)[O-])c1)Nc1cccc(S(=O)(=O)N2CCCC2)c1
    8, 2, 3, -13, -5, -3, 4, 9, -4, -7, 3
- OC1CCCC1
    -9, -2, ., 2, -9, 5, 4, 2, ., 10, -6
- O=C(CN1C(=O)COc2ccccc21)Nc1ccc(F)cc1
    -91, 10, -9, -78, 11, 0, -31, -169, -7, -63, -11
- COc1ccccc1C=NN=Cc1ccccc1OC
    0, 1, 10, 4, 13, ., 10, 3, -4, -1, -19
- CNc1ccc2ncc(-c3cccc(C(=O)N(C)C)c3)n2n1
    13, 1, 8, -48, -11, ., ., 9, -5, 23, 86*
- COC(=O)c1cccc(NC(=O)/C=C/c2cccc([N+](=O)[O-])c2)c1
    -1, -8, -1, -14, 7, 1, -39, -159, -7, -77, -22
- CC1CCCC(C)N1C(=O)CSc1nc2ccccc2c(=O)[nH]1 (configuration not stated)
    -11, 5, 5, -33, 1, 0, -4, -15, -6, 18, 16
- CCOc1cccc(CN2CCC(n3nccc3NC(=O)CCCc3ccccc3)CC2)c1
    23, 2, -2, -6, -3, 1, -5, 7, -6, 28, 10
- C=Cc1ccc(C(=O)NC2CCCN(Cc3ccccc3F)C2)cc1 (configuration not stated)
    9, -5, -7, -20, 12, -2, 4, 9, -5, 1, -5
- Cc1ccc(NC(=O)c2cccs2)cc1S(=O)(=O)Nc1cccc(Cl)c1
    32, -14, 2, 11, 2, -2, 0, 24, -18, 19, 2
- COc1ccc(NC(=O)NNC(=O)COc2ccc3cc(Br)ccc3c2)cc1OC
    -1, 5, -2, -11, -28, -274, -3, -6, ., 8, 32
- COc1ccc(-c2cc(C(=O)c3c(N)n(C)c(=O)n(C)c3=O)c3ccccc3n2)cc1OC
    -38, 2, 2, -32, -6, -2, -32, -97, -3, -80, 11
- CN(CC(=O)Nc1ccccc1C(F)(F)F)CC(=O)N1CCCCCC1
    -20, 12, -3, 5, 7, 2, 11, 8, -5, -8, -16
- Nc1cc(Cl)ccc1N1C(=O)CCC1=O
    -8, 6, 3, -29, 4, 2, 1, 1, -4, -6, 7
- COn1c2c(c3c4nonc4ccc31)CCCC2
    -31, -3, 2, 5, -2, 4, -1, -27, -9, 24, 7
- Cc1nc2ccccn2c1C(=O)/C=C/c1cccc([N+](=O)[O-])c1
    -40, 5, -10, -20, 1, -3, 71*, 75*, -19, 102*, 71*
- COc1ccccc1CN1CC(C(=O)NCc2cc(F)ccc2C)CCC1=O (configuration not stated)
    -48, 3, -3, -39, 16, ., -62, -163, -3, -183, -3
- CCOC(=O)C1CCN(S(=O)(=O)CCNC(=O)c2ccc(F)cc2)CC1
    0, -3, 11, -18, 6, -2, 11, 3, -3, 6, 14
- Cc1cc(=O)[nH]c(N/N=C/c2ccc(N(C)C)cc2)n1
    4, -2, -6, -17, 0, -13, -31, -87, 1, -69, -12

More records
SMILES,Shn3 3UTR inh,Vif inh,PDI inh,NR2E3 ag-1,KKLEB cytotox,NR2E3 ag-2,MITF TRPM1 inh,HIF-2a inh,CaV13 ICDI inh,Peg3 prom inh,CF NFkB block
CCOc1cc(NC(=O)c2ccccn2)c(OCC)cc1NC(=O)c1ccc(C)cc1,-18,-9,-3,-27,-6,1,18,10,6,3,0
O=C(Nc1ccccc1-c1ccccc1)c1ccc(Cl)c([N+](=O)[O-])c1,12,6,-6,32,0,1,10,25,-18,94*,-10
O=C1C2CC=CCC2C(=O)N1Cc1ccccc1 (configuration not stated),-2,4,-2,9,0,3,-4,14,-10,5,2
Cn1c(=O)c2c(ncn2CC(=O)N2CCN(S(=O)(=O)c3ccc(F)cc3)CC2)n(C)c1=O,0,?,-1,7,-15,3,0,6,-6,-6,23
COc1ccc(-c2nnc3ccc(SCC(=O)N4CCCC4)nn23)cc1,-14,20,2,-3,-2,2,5,29,-6,8,-30
Cc1ccc(CNC(=O)CCNS(=O)(=O)c2cccc3nonc23)cc1,-2,-6,2,-12,13,3,15,14,-9,4,-14
O=C(O)C1C2C=CC(O2)C1C(=O)NCc1ccc(Cl)cc1 (configuration not stated),9,4,2,-7,-11,1,-4,13,-6,9,11
CCc1nc2ccc(C(=O)NCc3ccco3)cc2nc1CC,-4,6,7,3,4,-1,-6,13,-4,-8,0
CCOC(=O)c1sc(-c2ccc(C)cc2)c(C#N)c1C,-62,17,-1,5,-26,3,-18,-80,-4,-116,-14
CC(C)OC(=O)c1ccc2nc3ccccc3nc2c1,-60,.,0,-11,10,-3,-4,-224,-4,-257,-18

Quoted at random: 5 compounds from above.
SMILES,Shn3 3UTR inh,Vif inh,PDI inh,NR2E3 ag-1,KKLEB cytotox,NR2E3 ag-2,MITF TRPM1 inh,HIF-2a inh,CaV13 ICDI inh,Peg3 prom inh,CF NFkB block
O=C1C2CC=CCC2C(=O)N1Cc1ccccc1 (configuration not stated),-2,4,-2,9,0,3,-4,14,-10,5,2
Cc1ccc(CNC(=O)CCNS(=O)(=O)c2cccc3nonc23)cc1,-2,-6,2,-12,13,3,15,14,-9,4,-14
O=C(Nc1ccccc1-c1ccccc1)c1ccc(Cl)c([N+](=O)[O-])c1,12,6,-6,32,0,1,10,25,-18,94*,-10
COc1ccc(-c2nnc3ccc(SCC(=O)N4CCCC4)nn23)cc1,-14,20,2,-3,-2,2,5,29,-6,8,-30
CC(C)OC(=O)c1ccc2nc3ccccc3nc2c1,-60,.,0,-11,10,-3,-4,-224,-4,-257,-18

(continued)
SMILES,Shn3 3UTR inh,Vif inh,PDI inh,NR2E3 ag-1,KKLEB cytotox,NR2E3 ag-2,MITF TRPM1 inh,HIF-2a inh,CaV13 ICDI inh,Peg3 prom inh,CF NFkB block
CCC(C)C(CO)NCCCn1cnc(C(=O)Nc2ccc(C)c(C)c2)n1 (configuration not stated),4,-6,-2,-13,3,.,2,-4,-7,-11,-9
CN(c1cccc(NC(=O)c2ccc(CN3CCc4ccccc4C3)cc2)c1)S(C)(=O)=O,34,-20,-6,-9,-13,.,29,12,-5,13,-3
CC1C/C(=N\NC(=O)c2ccc(NS(=O)(=O)c3ccc(Br)cc3)cc2)CC(C)(C)C1 (configuration not stated),-22,4,9,-28,-16,-1,-13,2,-4,0,-8
O=c1nc(N/N=C/c2ccccn2)cn[nH]1,?,-2,-2,-26,-2,-2,?,18,4,37,13
COc1ccccc1C(=O)NCCC(=O)NC1CCCCCC1,-4,-2,1,-18,15,.,-10,-51,-3,-31,14
COc1ccc(/C=N\n2nnc3ccccc32)cc1,49,-12,-7,-184,-19,-3,38,40*,-4,48,1
CC(C)=CC(=O)OCC(=O)Nc1ccc(SC(F)F)cc1,10,-1,-2,-32,1,0,-2,-13,-4,-14,4

Compounds were not picked by outcome. About 3.3% of those tested had a hit in this group.
